Screening results deposited in PubChem BioAssay by Sanford-Burnham Center for Chemical Genomics.
H9c2 TAG inh = triacylglycerol accumulation inhibition | H9c2 cells, Nile Red lipid (TAG) fluorescence; cells loaded with 200 µM oleic acid | inhibition, % at 12.5 µM | 0.66% of 230,000 active;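 active = pattern-corrected inhibition of lipid staining of at least 50% with the nuclear-stain viability signal not falling by more than 50%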;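 note: 0% = DMSO wells and 100% = triacsin C control wells; some results filed as inactive read as strong as hits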
H9c2 TAG inh DAPI viability = second read-out of H9c2 TAG inh, no call of its own (marks repeat the call); DAPI nuclei signal change (viability), lower = more cytotoxic, %;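 whole-well DAPI fluorescence read on a plate reader as a viability signal; minus 50 percent equals half of cells still viable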
The depositor's hits bear a star. Only part of the results is shown; the hit share may differ from the screen's.

SMILES | H9c2 TAG inh | H9c2 TAG inh DAPI viability
CCCCc1ccc(CC2S/C(=C(\C#N)C(=O)N3CCOCC3)N(c3ccccc3)C2=O)cc1 (configuration not stated) | -12 | -3
O=C(CCNC(=O)c1ccc(Cl)cc1)Nc1ccccc1N1CCCCC1 | 18 | -5
CCC(=O)Nc1ccc(Nc2ccccc2)cc1 | -12 | 5
Cc1cccc(Sc2ccc([N+](=O)[O-])cc2[N+](=O)[O-])n1 | 1 | -13
COc1cc(-c2cnc3c(NC=O)cc(-c4ccccc4)cn23)cc(OC)c1OC | 45 | -28
C#Cc1ccc([C@@H]2C=C(C(=O)Nc3ccccc3)O[C@H](OCC)[C@H]2CCCO)cc1 | -5 | 9
COc1cc(/C=N/NS(=O)(=O)c2ccc(C)c([N+](=O)[O-])c2)cc([N+](=O)[O-])c1O | 3 | -3
COCCN(C(=O)CCc1nnc(CCc2c[nH]c3ccccc23)o1)C(C)C | 16 | -12
CN(C(=O)COC(=O)CSc1ccc([N+](=O)[O-])cc1)C1CCS(=O)(=O)C1 (configuration not stated) | -9 | -5
O=C(Nc1ncn[nH]1)c1ccc(Cl)cc1Cl | 9 | -15
Cc1ccc(CNCC(=O)Nc2ccc(N3CCOCC3)cc2)cc1 | -4 | 0
CC1=CC=CC2=NC(=O)CC(C)(C(=O)O)N12 (configuration not stated) | -4 | 1
COc1ccc(C2=NS(=O)(=O)N(C)C(C(=O)Nc3ccc(OC)c(OC)c3)=C2)cc1 | -14 | -5
CCc1cccc(CC)c1NC(=S)NCc1ccc2[nH]c(C)cc2c1 | 12 | -9
O=C(/C=C/c1ccccc1Cl)c1ccc[nH]1 | -24 | 11
COc1ccc(NC(=O)CNC(=O)Cc2cccc3ccccc23)c(OC)c1 | 30 | 2
CNc1ccc(-c2cccc([N+](=O)[O-])c2)cn1 | 9 | 1
Cc1ccc(CCNC(=O)C23CN(Cc4ccccc4)CC2C(c2cccc([N+](=O)[O-])c2)=NO3)cc1 (configuration not stated) | -2 | -5
CCN(CC(=O)Nc1ccccc1C(F)(F)F)C(=O)C1CSC2(C)CCC(=O)N12 (configuration not stated) | -10 | 4
CC(C)OCCCNC(=O)NC(=O)c1ccc(Cl)cc1 | -6 | 2

Part of the list above in order of SMILES length, largest number first:
SMILES | H9c2 TAG inh | H9c2 TAG inh DAPI viability
COc1cc(/C=N/NS(=O)(=O)c2ccc(C)c([N+](=O)[O-])c2)cc([N+](=O)[O-])c1O | 3 | -3
Cc1ccc(CNCC(=O)Nc2ccc(N3CCOCC3)cc2)cc1 | -4 | 0
O=C(Nc1ncn[nH]1)c1ccc(Cl)cc1Cl | 9 | -15

Next entries.
SMILES | H9c2 TAG inh | H9c2 TAG inh DAPI viability
Cc1cc(N2CCN(C)CC2)nc2ccc(NC(=S)N3CCN(c4ccc(Cl)cc4)CC3)cc12 | 18 | 15
Cc1noc(C)c1COc1ccccc1C(=O)NCCOc1ccccc1F | 15 | -5
N/C(=N\OC(=O)Cc1ccccc1[N+](=O)[O-])c1cccnc1 | -13 | 13
Cc1cccc(NNC(=O)C2CCC2)c1 | -6 | 0
CS(=O)(=O)Oc1ccc2c(c1)O/C(=C\c1cccnc1)C2=O | 0 | 9
COc1cccc(/C=N/NC(N)=S)c1OS(=O)(=O)c1ccccc1 | -10 | 4
CC(C)N(C(=O)Cn1cc(SCC(=O)NCC2CCCO2)c2ccccc21)C(C)C (configuration not stated) | 6 | -3
Cc1cccc(NC(=S)NC(=O)C(c2ccccc2)c2ccccc2)n1 | -22 | 3
CCN(CC(=O)Nc1cc(Cl)ccc1C)C(=O)CCS(=O)(=O)c1ccc(C)cc1 | -8 | 6
Cc1ccc(NC(=O)CNC(=O)COc2ccccc2)nc1 | 6 | 3
O=C(c1ccc(S(=O)(=O)Nc2ccc(F)cc2)cc1)N1CCN(c2ccccn2)CC1 | -36 | 8
CCOC(=O)c1cnc2ccc(C(=O)OC)cc2c1Nc1cccc(C(=O)O)c1 | -3 | 2
COc1ccc(C(C)(C)C)cc1NC(=O)COc1ccc(-c2nnco2)cc1 | 7 | 2
CSc1nc(N)nc2c1ncn2CC(=O)NCCCN1CCCC1=O | -5 | 2
Cc1ccc(C(=O)NC(=S)NNC(=O)CC#N)cc1 | 1 | 2
Cc1cc(C)nc(Nc2nc3ccccc3o2)n1 | -7 | 7
C(=N\N1CCN(c2ccccn2)CC1)/c1cccc2ccccc12 | -11 | 13
O=S(=O)(N1CCCCC1)N1CCN(S(=O)(=O)N2CCCCC2)CC1 | -3 | 1
O=C(COC(=O)c1ccccc1O)Nc1ccc(N2CCOCC2)cc1 | 12 | 3
COc1ccc2nc3oc(C(=O)N4CCCCC4)cc3cc2c1 | -5 | 24
CCC1(c2ccc(F)cc2)NC(=O)N(CC(=O)N2c3ccccc3NC(=O)CC2C)C1=O (configuration not stated) | 9 | -11
CCCC1CC(C(=O)Nc2ccccc2)C(=O)O1 (configuration not stated) | 3 | -4
Cc1nnc(SCCn2c(N(C)Cc3ccccc3)nc3c2c(=O)[nH]c(=O)n3C)s1 | -10 | -5
Cc1cc(NC(=O)CCc2ccc(C)o2)no1 | -4 | 8
CN(C)c1ccc(O)c2c1CC1CC3[C@@H](N(C)C)C(=O)C(C(N)=O)=C(O)[C@]3(O)C(=O)C1=C2O (some centres not stated) | 8 | -13
Cc1onc(-c2c(F)cccc2Cl)c1C(=O)NCCO | -12 | 16
c1ccc(OCCNc2nc(NCC3CC3)nc3cc(-c4ccccc4)sc23)cc1 | 57* | 5.7*
Cc1cc(C(=O)N/N=C2\CC(=O)CC(C)(C)C2)c(C)n1-c1ccccc1 | 3 | -3
Cc1ccc(C2Nc3ccccc3C(=O)N2Cc2ccco2)cc1 (configuration not stated) | -17 | 19
O=C(O)c1c(-n2cccc2)sc2c1CCCC2 | 5 | -5
COCCN(C(=S)Nc1cccc(C)c1C)C(C)c1ccco1 (configuration not stated) | -10 | 12
COc1ccc2ccc(Oc3ncccn3)cc2c1 | -8 | -2
CCOC(=O)c1sc(NC(=O)CCN2CCOCC2)c(C(=O)OCC)c1C | 1 | 9
CS(=O)(=O)Nn1cnc2ccccc2c1=O | -3 | 3
Fc1ccc(Oc2nnnn2-c2ccccc2)cc1 | -1 | 1
CC1(CCc2ccccc2)NC(=O)N(CC(=O)Nc2ccc(S(N)(=O)=O)cc2)C1=O (configuration not stated) | 6 | 5
COC(=O)C(CC(=O)c1ccc(Br)cc1)n1nc(C)cc1C (configuration not stated) | 7 | -1
CCC(=O)Nc1cccc(C(=O)/C=C/c2ccc(F)cc2)c1 | -12 | -4
COC(=O)c1ccc(CNC(=O)c2cc(COc3cncc(Cl)c3)on2)cc1 | 13 | -5
O=C(NC1CCCCC1)C1CCN(c2nccs2)CC1 | 27 | -16
Cc1ccc(NC(=O)CN(C)C(=O)COC(=O)CCS(=O)(=O)c2ccc(C)cc2)cc1 | -16 | 8
O=C(CC1CS(=O)(=O)CC1CC(=O)Nc1ccc2c(c1)OCCO2)Nc1ccc2c(c1)OCCO2 (configuration not stated) | -2 | 6
Cc1cc(C)n2nc(-c3sccc3-n3c(C)ccc3C)cc2n1 | -32 | 9
Cc1ccc(C(=O)CSc2nnc(-c3ccco3)n2C)cc1 | -8 | 3
O=C(c1cc(-c2cccnc2)nc2ccccc12)N1CCN(S(=O)(=O)c2cccs2)CC1 | -61 | -2
O=C(Nc1ccccc1Cl)c1cccc(COc2cc(Cl)ccc2Cl)c1 | -20 | 6
CCOc1cccc(Cc2c[nH]c(=O)[nH]c2=O)c1 | 8 | -4
O=c1ccc(S(=O)(=O)N2CCC(Cc3ccccc3)CC2)c[nH]1 | -21 | -11
CC(C)OCCCNC(=O)COc1ccc2oc3c(c2c1)CCCC3 | 2 | -3
O=C(c1cc2ccccc2oc1=O)N1CCCCCCC1 | 5 | -8
CC1(C)OC(=O)C(=NNc2ccc(C(=O)O)cc2)C(=O)O1 | -1 | -4
CC(=O)Nc1sc(C)c(C)c1C(=O)OCC(=O)Nc1cccc(C)c1 | 3 | -6
CN(Cc1cccs1)C(=O)COc1cccc(-n2cnnn2)c1 | 2 | -6
CCOc1ccc(NC(=O)NNC(=O)C(C)Oc2ccccc2OC)cc1 (configuration not stated) | 8 | -4
O=C(Nc1cccc(C(F)(F)F)c1)N(Cc1ccc(Cl)cc1)CC(O)C(F)(F)F (configuration not stated) | -33 | -1
COC(=O)c1nn(C)c(=O)[nH]c1=O | 1 | -7
CCc1c(N)nc(N)nc1Nc1ccc(C)c(C)c1 | 1 | 8
Cc1cc(C)c2c(CC(=O)NCCc3ccccc3)coc2c1 | -17 | -4
CC(/C=C/c1ccc2c(c1)OCO2)=N\NC(=O)C(O)c1ccccc1 (configuration not stated) | -6 | 6
CCOC(=O)c1nc(N)sc1C(=O)OCC | -11 | 8

Later entries
SMILES | H9c2 TAG inh | H9c2 TAG inh DAPI viability
CC1(C(=O)OCC(=O)NCCNC(=O)COC(=O)C2(C)CC2(Cl)Cl)CC1(Cl)Cl (configuration not stated) | 9 | -9
COCC(COS(N)(=O)=O)C(C)C (configuration not stated) | 6 | 1
CC1Cc2ccccc2N1C(=O)c1cc2cccnc2n(C)c1=O (configuration not stated) | -3 | -1
C[C@@H]1CN([C@H](C)CO)C(=O)CCCn2cc(nn2)CO[C@H]1CN(C)C(=O)Nc1ccccc1 | 11 | -5
CC1(C(=O)NS(=O)(=O)C2CC2)CCCN(C(=O)c2cc3ccccc3s2)C1 (configuration not stated) | 1 | 0
Clc1ccc(-c2nnc(-c3ccc4ccccc4c3)o2)cc1 | -9 | 7
O=C(Nc1ccc(OCC(=O)N2CCOCC2)cc1)c1cccc(Cl)c1 | 34 | -3
CC1OC1c1ccc(-c2ccc(C3OC3C)cc2)cc1 (configuration not stated) | 6 | -1
O=C(O)c1ccc(/C=N/N2CCN(C3c4ccccc4-c4ccccc43)CC2)cc1 | 8 | -3
O=S1(=O)C=C(Oc2ccc(F)cc2)c2ccccc21 | -2 | 0
COc1cc(C(=O)COC(=O)Cc2cnc3sccn23)cc(OC)c1OC | 4 | 1
CCN(CC)C(=O)CSc1nc(-c2ccccc2)ccc1C#N | 1 | -6
CC1CC(C)CN(C(=O)C2CC(=O)N(c3ccc4c(c3)OCCO4)C2)C1 (configuration not stated) | -3 | 2
Cc1ccc(S(=O)(=O)Nc2cccc(C(=O)N3CCCC3)c2)cc1F | -15 | 2
CCOC(=O)c1cnc(-n2nc(C)cc2C)nc1NC | 0 | 8
CCN=C1SC(CC(=O)NCCc2ccc(OC)c(OC)c2)C(=O)N1CC (configuration not stated) | -21 | 7
CC(=O)Nc1cc(-c2ccccc2N(C)C)cn2c(-c3ccc(S(C)(=O)=O)cc3)cnc12 | -13 | 9
CC(C)NC(=O)COC(=O)c1ccc(O)cc1 | -8 | -2
Cc1cc(C)n(CC(O)COc2ccccc2C)n1 (configuration not stated) | -7 | 7
S=c1[nH]cc2cnccn12 | -11 | 25

Overlap with the part before: 6 entries, then new ones.
SMILES | H9c2 TAG inh | H9c2 TAG inh DAPI viability
CCOC(=O)c1cnc(-n2nc(C)cc2C)nc1NC | 0 | 8
CCN=C1SC(CC(=O)NCCc2ccc(OC)c(OC)c2)C(=O)N1CC (configuration not stated) | -21 | 7
CC(=O)Nc1cc(-c2ccccc2N(C)C)cn2c(-c3ccc(S(C)(=O)=O)cc3)cnc12 | -13 | 9
CC(C)NC(=O)COC(=O)c1ccc(O)cc1 | -8 | -2
Cc1cc(C)n(CC(O)COc2ccccc2C)n1 (configuration not stated) | -7 | 7
S=c1[nH]cc2cnccn12 | -11 | 25
COc1ccc2[nH]c(=O)c(CN(c3ccc(C)c(C)c3)S(C)(=O)=O)cc2c1 | 10 | 5
Cc1cc(C)nc(N2CCC(C(=O)NCc3ccccc3F)CC2)n1 | -10 | -8
COc1ccc(-n2nnnc2SCC(=O)Nc2ccccc2N2CCOCC2)cc1OC | 0 | -12
O=C(NCCN1Cc2ccccc2C1=O)c1cccs1 | -4 | 14
O=[N+]([O-])c1ccccc1C=CC=NN=Cc1ccccc1O | 2 | -4
O=C(c1ccco1)N1CCN(S(=O)(=O)c2ccc3c(c2)OCCO3)CC1 | -16 | 12
O=[N+]([O-])c1ccc(/C=N/Nc2ncc(Br)cn2)cc1 | 17 | -5
O=C1COc2ccc(C(=O)COC(=O)Cc3c(F)cccc3Cl)cc2N1 | -6 | 7
O=C(CSc1nc(-c2ccccc2)nc2ccc(F)cc12)Nc1cccc(C(=O)O)c1 | -5 | 1
Cc1ccc(Sc2c([N+](=O)[O-])c(C)nn2C)cc1 | 1 | -3
C[C@H](CO)N1C[C@H](C)[C@@H](CN(C)Cc2cccc(F)c2)Oc2cc(-c3cccc(C#N)c3)ccc2S1(=O)=O | 11 | -10
Cc1cccc(C)c1NC(=O)Cn1c(=O)c(N2CCCCC2)c(N)n(C)c1=O | 3 | 1

Four of these compounds, reformatted.
SMILES	H9c2 TAG inh	H9c2 TAG inh DAPI viability
Cc1cc(C)nc(N2CCC(C(=O)NCc3ccccc3F)CC2)n1	-10	-8
COc1ccc(-n2nnnc2SCC(=O)Nc2ccccc2N2CCOCC2)cc1OC	0	-12
O=C(NCCN1Cc2ccccc2C1=O)c1cccs1	-4	14
O=[N+]([O-])c1ccccc1C=CC=NN=Cc1ccccc1O	2	-4
